inhibitors of VEEV: inhibitors of VEEV TC-83 cytopathic effect, confirmation, Vero cells (AID 588727); Vero cells, VEEV TC-83 cytopathic effect inhibition; higher % means a stronger effect; one-dose inhibition, % at 20 µM; IC50 in µM for titrated hits; actives 0.13% (n = 350,000); in the data active = a potency from the dose series; inconclusive = inhibition mostly from about 14% at the one dose, without a potency; inactive = the rest, 99 in 100 with inhibition below about 12%; also: strong numbers were not always called active
PhoP GFP inhibition: PhoP regulon inhibitors, Salmonella typhi PhoP promoter GFP reporter, confirmatory (AID 1850). Salmonella Typhi PhoP-promoter GFP reporter, fluorescence, 4 h; higher % means a stronger effect. one-dose inhibition, % at 50 µM; IC50 in µM for titrated hits. actives 0.33% (n = 310,000); in the data active = a potency from the dose series; inconclusive = inhibition mostly from about 25% at the one dose, without a potency; inactive = the rest, 99 in 100 with inhibition below about 19%;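 also: 0% = induced wells with vehicle and 100% = uninduced wells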
H1N1 NS1A inhibition: H1N1 influenza NS1A inhibitors, functional cell based assay (AID 504329); NS1A functional cell-based assay, percent inhibition; higher % means a stronger effect; inhibition, % at 12.5 µM; hits with a dose series show IC50 in µM; actives 0.3% (n = 340,000); in the data active = a potency from the dose series; inconclusive = inhibition above about 27% without an active follow-up result; also: strong numbers were not always called active
M. tuberculosis: growth inhibition of non-replicating M. tuberculosis (AID 488890) | Mycobacterium tuberculosis non-replicating, growth inhibition; higher % means a stronger effect | inhibition, % at 25 µM, or IC50 in µM where a hit was titrated | actives 0.39% (n = 320,000); in the data active = a potency from the dose series; inconclusive = inhibition mostly from about 82% at the one dose, without a potency; inactive = the rest, 99 in 100 with inhibition below about 76%;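 also: plate controls were DMSO cells for no effect and high antibiotic wells for full effect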
H37Rv inhibition: M. tuberculosis growth inhibition, HTS (AID 449762); M. tuberculosis H37Rv growth inhibition, 7H9 media; higher % means a stronger effect; one-dose inhibition, % at 25 µM; IC50 in µM for titrated hits; actives 0.59% (n = 330,000); in the data active = a potency from the dose series; inconclusive = inhibition above about 70% without an active follow-up result;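 also: bacterial growth assessed after seven days of incubation; strong numbers were not always called active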
inhibitors of VEEV 10K pilot screen: also measured in inhibitors of VEEV; calls as there; inhibition, %; measured here: 10K pilot screen inhibition
* hit, by the source's call; i = inactive; ? = inconclusive; / = no result given.

SMILES | inhibitors of VEEV | PhoP GFP inhibition | H1N1 NS1A inhibition | M. tuberculosis | H37Rv inhibition | others
O=C(N/N=C/c1ccc2c(c1)OCO2)c1cc(-c2ccccc2Cl)nc2ccccc12 | 0.7% | 1% | -2% | 6% | -4%
COc1ccc(-c2nc3ccccn3c2CN2CCN(c3ccccc3F)CC2)cc1 | 2.5% | 5% | 3% | 22% | 94%
CC(=O)c1ccccc1N(C(=O)Cn1nnc2ccccc21)C(C(=O)NCC1CCCO1)c1ccc(N2CCOCC2)cc1 (stereo not given) | 0.5% | -9% | -2% | 0% | 7%
C=CCn1cnc2scc(-c3ccc(CC)cc3)c2c1=O | i | 6% | 5% | 25% | 6%
CCOC(=O)CCN(C(=S)Nc1ccccc1)C1CCCCC1 | 0.5% | / | -1% | / | /
O=C(Nc1nncs1)Oc1ccccc1 | i | 7% | 16% | -13% | 1% | inhibitors of VEEV 10K pilot screen=0.2
CN1c2ccc(Cl)cc2C(=O)NC1C1CC=CCC1 (stereo not given) | 3.5% | -7% | 1% | -1% | -6%
O=c1[nH]ncn1-c1ccccc1 | 0.9% | -4% | 2% | -14% | -1%
Clc1ccccc1/C=N/NC1=Nc2cccc3cccc1c23 | 2.3% | -5% | 3% | -19% | -6%
CN1CCCNc2nc3ccccc3nc21 | 5.3% | 5% | -6% | -1% | 5%
CC1CCN(C(=O)C2CCC(CNS(=O)(=O)c3cccc4cccnc34)CC2)CC1 (stereo not given) | 1.7% | 1% | -1% | / | -5%
Cc1ccc(N(C(=O)c2csnn2)C(C(=O)NC2CCCCC2)c2ccccn2)cc1C (stereo not given) | i | 7% | -6% | 13% | 8%

4 entries out of the list, arranged by SMILES length, smallest number first:
SMILES | inhibitors of VEEV | PhoP GFP inhibition | H1N1 NS1A inhibition | M. tuberculosis | H37Rv inhibition | others
O=c1[nH]ncn1-c1ccccc1 | 0.9% | -4% | 2% | -14% | -1%
CN1CCCNc2nc3ccccc3nc21 | 5.3% | 5% | -6% | -1% | 5%
C=CCn1cnc2scc(-c3ccc(CC)cc3)c2c1=O | i | 6% | 5% | 25% | 6%
O=C(N/N=C/c1ccc2c(c1)OCO2)c1cc(-c2ccccc2Cl)nc2ccccc12 | 0.7% | 1% | -2% | 6% | -4%

(listing goes on)
SMILES | inhibitors of VEEV | PhoP GFP inhibition | H1N1 NS1A inhibition | M. tuberculosis | H37Rv inhibition | others
CCN=C1SC(CC(=O)Nc2ccc3c(c2)OCO3)C(=O)N1CC (stereo not given) | 0.1% | 0% | 3% | 2% | 4%
CCOC(=O)c1c(C)[nH]c(C(=O)COC(=O)c2ccncc2)c1C | 4.3% | -11% | -1% | 6% | 3%
COc1ccc(N(C)C(=O)CCS(=O)(=O)c2cccc3nonc23)cc1 | 0.7% | 3% | -8% | 18% | 5%
CCc1ccc(C(=O)/C=C/NCc2ccc(F)cc2)cc1 | i | -1% | -5% | ? | 6%
Cc1nc2ccccc2cc1C(=O)NCc1ccccc1 | 1.4% | 6% | 2% | 53% | 13%
C/C(=N\NC(=O)c1nnn(-c2nonc2N)c1CSc1ccccc1)c1ccc2c(c1)OCO2 | 0.6% | 14% | 4% | -3% | 14%
C(#CCN1CCOCC1)COC(c1ccccc1)c1ccccc1 | 0.3% | 0% | 5% | 5% | 2%
COc1cc(OC)cc(C(=O)N[C@H](C(=O)NCCc2ccc(S(N)(=O)=O)cc2)C(C)C)c1 | i | -19% | -2% | -5% | 9%
O=c1c2ccccc2nc(-c2ccc(Cl)cc2Cl)n1-c1ccncc1 | 1.1% | 0% | -2% | 21% | 2%
COc1ccc(CCNC(=O)c2cc3c(=O)n4ccccc4nc3n(C3CCCCC3)c2=N)cc1 | 5.3% | 3% | 3% | 76% | ?
c1c2c(cc3sc(N4CCCCC4)nc13)OCO2 | 2.1% | -16% | 11% | 59% | 38%
COc1ccccc1NC(=O)COc1ccc(C(=O)OCC(=O)N2CCCC2=O)cc1OC | 2.2% | -7% | 5% | 5% | -7%
O=C(COc1ccc(Cl)cc1)Nc1cc(S(=O)(=O)N2CCCCC2)ccc1N1CCCCC1 | i | -2% | -2% | -2% | 10%
CC(=O)Oc1cc2c3c(c1)/C(=C1/SC(=S)NC1=O)C(=O)N3C(C)(C)C=C2C | 6.5% | 1% | 11% | 49% | 19%
COc1ccc(CN(C)C(=O)CCCNC(=O)c2ccc(Cl)cc2)cc1 | i | 0% | 5% | 25% | 5%
O=C(CN(Cc1ccc(F)cc1)C(=O)c1csnn1)NCc1ccc2c(c1)OCO2 | i | 0% | 4% | 13% | 2%
O=C(NCC(c1ccc(F)cc1)N1CCOCC1)c1ccccc1F (stereo not given) | 0.3% | -1% | 13% | 2% | 0%
CCCCNc1ccc(C(CC(N)=O)NC(=O)Cc2cccc3ccccc23)cc1[N+](=O)[O-] (stereo not given) | i | 15% | -8% | -3% | -1%
NNP(=O)(CC(=O)c1ccccc1)c1ccccc1 (stereo not given) | 1.8% | 0% | / | -9% | -4%
CCOc1ccc(NS(=O)(=O)c2ccc(C)c(C(=O)NCCCn3ccnc3)c2)cc1 | i | -6% | 0% | 16% | 0%
Cc1ccc(C)c(S(=O)(=O)NCc2ccc(C(=O)N3CCOCC3)cc2)c1 | 0.4% | -8% | 8% | -10% | -4%
CN(CCC#N)C(=O)COC(=O)c1ccc2c(c1)C(=O)N(C1CCCCC1)C2=O | 0.9% | 5% | -8% | 33% | 11%
O=C(/C=C/c1ccc([N+](=O)[O-])cc1)c1ccco1 | 4.8% | -4% | -19% | ? | 51%
O=C(CN1CCN(Cc2ccccc2)CC1)c1c[nH]c2ccccc12 | 2.2% | 4% | 9% | 11% | 6%
Cc1cccc(CS(=O)(=O)Cc2ccc(C(=O)NCc3cccs3)o2)c1 | 0.3% | 16% | -4% | -5% | -4%
CCC(CC)NC(=O)c1n[nH]c(=O)c2ccccc12 | 3.5% | 6% | -6% | -6% | -5%
Cc1cc(Cl)ccc1OCCCC(=O)NC1CCN(C)CC1 | 1.5% | 15% | -3% | -7% | -13%
CCCCCC1C(=O)N2C=C(c3ccccc3)c3ccccc3N2C1=O (stereo not given) | 1.4% | / | 2% | / | /
CCCn1c(=O)[nH]c(=O)c2[nH]cnc21 | 1.3% | -2% | 1% | -4% | 30%
CC(C)C1Nc2c(C(=O)O)cccc2C(Nc2ccccc2C(=O)O)C1(C)C (stereo not given) | 0.3% | 5% | -9% | 3% | 7%
CCCCN(C(=O)c1cccc(-n2cccc2)c1)c1c(N)n(CCC)c(=O)[nH]c1=O | 2.1% | 0% | -5% | 11% | -11%
CC1O[C@@H](O[C@H](C)CC[C@@H](C)O)C(O)C[C@H]1O (stereo not given in full) | 1.4% | 3% | 4% | -17% | 2% | inhibitors of VEEV 10K pilot screen=1.2
O=C(O)Cc1coc2ccc3ccccc3c12 | 0.7% | 1% | -8% | 41% | -6%
CCCCC(=O)Nc1cc(C)c(NC(=O)c2cccs2)cn1 | 2.3% | 9% | 2% | 11% | 2%
COc1ccc(NC2CCCN(C(=O)CCc3cn[nH]c3)C2)cc1 (stereo not given) | 2.6% | -15% | -2% | 2% | 0%
CCn1c(SCc2ccc(C(=O)Nc3nccs3)cc2)nnc1-c1ccc(N)cc1 | 9.7% | 5% | -10% | 19% | 4%
O=C(Nc1ccc(COc2ccccc2)cc1)Oc1ccccc1N1CCOCC1 | 1.2% | -1% | 0% | 76% | ?
O=C(Nc1nn(Cc2ccccc2F)cc1Br)c1cccs1 | 3.3% | 1% | 0% | -1% | -4%
CCN(C(=O)COC(=O)/C=C/c1cnc2ccccc2n1)C1CCS(=O)(=O)C1 (stereo not given) | 2.1% | 13% | 3% | 1% | 0%
CN(C)S(=O)(=O)c1ccc(NC(=O)COC(=O)C2COc3ccccc3O2)cc1 (stereo not given) | i | 13% | -2% | -8% | -2%
CCOC(=O)C1=C(C)N=c2s/c(=C/c3ccc(OCC(=O)O)cc3)c(=O)n2C1c1cc(OC)c(OC)c(OC)c1 (stereo not given) | 1.4% | -1% | -8% | -6% | 12%
O=C(COc1ccc(Cl)cc1Cl)NC(=O)N1CCCCC1 | 0.1% | -4% | -4% | 54% | -10%
Cc1ccc(NC(=O)CCC(=O)NNC(=O)c2cccc([N+](=O)[O-])c2)cc1C | 3.0% | -11% | 24% | 13% | -3%
COc1ccccc1CNC(=O)C1CCN(c2ncnc3c2nc2n3CCCCC2)CC1 | 2.6% | 2% | 6% | 3% | -9%
O=C(/C=C/c1ccc([N+](=O)[O-])cc1)OCC(=O)c1ccc[nH]1 | 1.9% | / | 1% | ? | 61%
O=C(CSc1ccccn1)NCc1ccc2c(c1)OCO2 | 1.7% | 2% | -5% | 2% | 5%
Cc1ccc(CNC(=O)COC(=O)c2cncc(Br)c2)cc1 | 1.2% | 0% | -14% | 60% | 0%
CCOc1ccc(/C=C/C(=O)N(CC)CC(=O)Nc2ccc3c(c2)OCCO3)cc1OC | 0.9% | -3% | -1% | / | 10%
COc1ccc(C(=O)NCC(=O)OCC(=O)N2CCC(C)CC2)cc1OC | 0.1% | 0% | -2% | -11% | -7%
Cn1nnnc1Sc1ncnc2scc(-c3cccc(C(F)(F)F)c3)c12 | 1.8% | / | 8% | ? | ?
O=C(Nc1ccccc1)N1CCCN(Cc2ccccc2F)C1 | i | 14% | -14% | 24% | 2%
O=C(C1=C(O)C(=O)N(CC2CCCO2)C1c1ccccc1[N+](=O)[O-])c1ccco1 (stereo not given) | 0.2% | -13% | -8% | -4% | -2%
COCC1CCN(Cc2c(C(=O)N3CCN(C4CCCCC4)CC3)nc3ccccn23)C1 (stereo not given) | 3.2% | -6% | 22% | -4% | -1%
COc1ccc(-c2noc(CCCC(=O)Nc3ccc(C(N)=O)cc3)n2)cc1OC | 9.9% | 7% | 9% | -7% | 0%
CCOC(=O)C(NC(=O)c1ccc(OC)cc1)(OCC1(CC)COC1)C(F)(F)F (stereo not given) | i | -4% | -11% | -3% | -2%
COc1cc(C(=S)N2CCOCC2)ccc1O | 2.1% | 3% | -6% | -2% | -3%
CCc1cccc(C)c1NC(=O)CCOc1ccccc1 | 0.2% | -3% | -37% | 22% | 1%
CCCS(=O)(=O)N1CCN(Cc2ccc(OCc3ccccc3)c(OC)c2)CC1 | i | -1% | 1% | 0% | -5%
CCCc1n[nH]c2c1/C(=N\O)CCC2 | 2.3% | -18% | 3% | 7% | 1%
O=C(CCN1C(=O)C2CC=C(Cl)CC2C1=O)NCc1ccccc1 (stereo not given) | 1.1% | 0% | -6% | -5% | 0%

For convenience, part of the list above:
SMILES | inhibitors of VEEV | PhoP GFP inhibition | H1N1 NS1A inhibition | M. tuberculosis | H37Rv inhibition | others
COc1ccc(C(=O)NCC(=O)OCC(=O)N2CCC(C)CC2)cc1OC | 0.1% | 0% | -2% | -11% | -7%
Cn1nnnc1Sc1ncnc2scc(-c3cccc(C(F)(F)F)c3)c12 | 1.8% | / | 8% | ? | ?
O=C(Nc1ccccc1)N1CCCN(Cc2ccccc2F)C1 | i | 14% | -14% | 24% | 2%

Among those listed so far, three contain a COOH group.
SMILES | inhibitors of VEEV | PhoP GFP inhibition | H1N1 NS1A inhibition | M. tuberculosis | H37Rv inhibition | others
CC(C)C1Nc2c(C(=O)O)cccc2C(Nc2ccccc2C(=O)O)C1(C)C (stereo not given) | 0.3% | 5% | -9% | 3% | 7%
O=C(O)Cc1coc2ccc3ccccc3c12 | 0.7% | 1% | -8% | 41% | -6%
CCOC(=O)C1=C(C)N=c2s/c(=C/c3ccc(OCC(=O)O)cc3)c(=O)n2C1c1cc(OC)c(OC)c(OC)c1 (stereo not given) | 1.4% | -1% | -8% | -6% | 12%

Next part:
SMILES | inhibitors of VEEV | PhoP GFP inhibition | H1N1 NS1A inhibition | M. tuberculosis | H37Rv inhibition | others
Cc1c(C(=O)O)oc2c(F)cccc12 | 1.2% | -11% | / | -11% | -2%
COc1ccc(CN2C=C3C(=O)C(C)(OC(=O)C4CCCC4)C(=O)C=C3C=C2c2ccsc2)cc1 (stereo not given) | 0.1% | -5% | 11% | 7% | 0%
Cc1nc(NC(=O)c2cccnc2Cl)sc1C | 3.5% | -3% | 1% | -4% | 0%
CC(C)c1nc(Cl)c(C#N)c2c1COC(C)(C)C2 | i | -2% | 0% | 7% | -3%
CCOC(=O)C1CCCN(C(=O)CSc2nnnn2C)C1 (stereo not given) | 1.2% | / | -9% | 4% | -3%
CN(C)S(=O)(=O)c1ccc2oc(SCC(=O)NCC(F)(F)F)nc2c1 | 1.1% | -9% | -4% | 8% | -14%
Cc1cc(N)ccc1-c1cc2ccccc2oc1=O | i | -2% | -5% | 16% | 3%
Cc1cc(NC(=O)CSCC(=O)N2CCN(c3ccccc3)CC2)no1 | i | / | -12% | 14% | 6%
O=C(COc1ccccc1F)NCCc1ccc2c(c1)OCCO2 | 5.2% | / | -18% | 29% | 7%

Screening data as filed in PubChem BioAssay.
